Screening results: PubChem BioAssay, National Center for Advancing Translational Sciences (NCATS)
3T3 cytotox – kills NIH 3T3 cells; Potency, µM (top dose mostly 96.7 µM), for inactives: at the top dose activity change, negative = cytotoxicity, most hits filed as inhibitors; AID 1345082; actives 4.3% (n = 94,000); NIH 3T3 viability, CellTiter-Glo ATP luminescence, 48-72 h; further: potency means the concentration at half of the fitted maximal effect; nearly all actives have a fitted effect of over 55% in size
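Luminescent ATP readout (CellTiter-Glo, 10 min RT) after 48 or 72 hr compound exposure of NIH 3T3 cells seeded at 400 cells/well in 1536-well format; quantitative HTS.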
GPT2 inhibitor – inhibitors of human GPT2 alanine aminotransferase | Q8TD30 | Recombinant GPT2, coupled pyruvate oxidase/HRP Amplex Red fluorescence | Potency, µM (series often up to 57.7 µM), for inactives: at the top dose activity change, negative = inhibition, hits mostly inhibitors | actives 0.25% (n = 100,000) | AID 1671188; further: potency means the concentration at half of the fitted maximal effect; nearly all actives have a fitted effect of over 60% in size; many of its hits are not listed in these tables
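Fluorescence read-out: pyruvate from GPT2 turnover coupled to pyruvate oxidase, HRP and Amplex Red (0.2mM ThPP, 0.2U/mL PO and HRP, 50uM Amplex final). Substrates 250uM a-KG, 2mM L-alanine; enzyme 10ng/uL; 30 min RT.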
IP6K1 inh – inhibitors of human IP6K1; Q92551; IP6K1 kinase, ADP-Glo luminescence, 2 h; hits give low values; activity change, % (series mostly up to about 58 µM); actives 0.81% (n = 140,000); AID 1645851; in the data active means activity change below about -25%
Target sequence (Q92551 whole entry, looked up): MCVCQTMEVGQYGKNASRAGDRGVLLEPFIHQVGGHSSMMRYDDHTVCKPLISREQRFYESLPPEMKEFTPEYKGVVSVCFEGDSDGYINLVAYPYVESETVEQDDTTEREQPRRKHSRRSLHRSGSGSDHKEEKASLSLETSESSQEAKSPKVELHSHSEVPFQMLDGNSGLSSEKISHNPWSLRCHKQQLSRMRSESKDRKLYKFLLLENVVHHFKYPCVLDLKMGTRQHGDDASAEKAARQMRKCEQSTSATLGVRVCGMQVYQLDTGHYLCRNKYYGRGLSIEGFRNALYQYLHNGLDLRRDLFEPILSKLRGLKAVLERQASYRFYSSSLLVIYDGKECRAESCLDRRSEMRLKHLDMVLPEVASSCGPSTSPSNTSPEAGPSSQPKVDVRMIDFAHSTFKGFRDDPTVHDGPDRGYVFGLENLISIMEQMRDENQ
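ADP-Glo luminescence measures ADP made by human IP6K1 during a 2 h RT reaction with ATP/IP6 (mix at 1.3 mM/130 uM); top library doses 57.5 and 19.1 uM final.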
Luciferase inh – blocks purified firefly luciferase enzyme activity. P08659. purified P. pyralis luciferase, luminescence, biochemical. Potency, µM (top dose mostly 115 µM), for the others: at the highest dose activity change, negative = inhibition, usual class: inhibitors. actives 2.5% (n = 76,000); further: potency means the concentration at half of the fitted maximal effect; nearly all actives have a fitted effect of over 65% in size
Target sequence (P08659 whole entry, looked up): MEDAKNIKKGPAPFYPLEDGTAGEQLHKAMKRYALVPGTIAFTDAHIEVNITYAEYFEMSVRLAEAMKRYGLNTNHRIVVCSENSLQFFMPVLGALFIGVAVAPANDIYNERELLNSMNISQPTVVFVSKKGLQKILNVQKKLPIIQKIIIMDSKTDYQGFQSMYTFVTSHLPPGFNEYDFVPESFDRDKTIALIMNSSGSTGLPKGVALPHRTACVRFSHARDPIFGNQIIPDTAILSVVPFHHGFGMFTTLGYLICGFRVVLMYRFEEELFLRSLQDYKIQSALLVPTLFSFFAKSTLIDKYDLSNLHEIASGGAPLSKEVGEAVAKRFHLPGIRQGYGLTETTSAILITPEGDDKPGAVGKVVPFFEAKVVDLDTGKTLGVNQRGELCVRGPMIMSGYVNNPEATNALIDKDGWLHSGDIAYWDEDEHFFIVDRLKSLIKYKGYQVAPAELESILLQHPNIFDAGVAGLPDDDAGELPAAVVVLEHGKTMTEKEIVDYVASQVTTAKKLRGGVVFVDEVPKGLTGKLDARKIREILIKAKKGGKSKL
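FLuc 10nM, D-luciferin 10uM, ATP 10uM, Mg acetate 10mM, Tris acetate pH 7.5, Tween/BSA; cpd qHTS; enzyme added last; CCD luminescence.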
SNCA expr inhib – reduces expression of the alpha-synuclein gene. HEK-293 SNCA-luciferase knock-in, luminescence, 24 h. Potency, µM (titrated, usually from 57.2 µM), without a hit: at the top dose activity change, negative = inhibition, most hits filed as inhibitors. actives 0.17% (n = 140,000). AID 1671194;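 further: potency means the concentration at half of the fitted maximal effect; plate controls were DMSO cells for no effect and cell-free wells for full effect; nearly all actives have a fitted effect of over 45% in size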
HEK293 tox – HEK 293 cell cytotoxicity; HEK 293 viability, ATP luminescence (CellTiter-Glo), 48-72 h; Potency, µM (doses to about 115 µM), inactives show at the top dose activity change, negative = cytotoxicity, usual class: inhibitors; actives 6.6% (n = 94,000); further: potency means the concentration at half of the fitted maximal effect; nearly all actives have a fitted effect of over 60% in size
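Luminescence from cellular ATP, measured with CellTiter-Glo, indicates HEK 293 viability. Cells plated at 250 cells/well are treated with compound for 48 or 72 hr at 37 degree Celsius before reagent addition.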
HEK293 viab – counter-screen for SNCA expression inhibitors: cell viability; HEK-293-SNCA-luc viability, GF-AFC fluorescence, 24 h; Potency, µM (highest dose often 57.1 µM), for inactives: at the highest dose activity change, negative = cytotoxicity, hits mostly cytotoxic; actives 0.12% (n = 150,000);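 further: potency means the concentration at half of the fitted maximal effect; 0% = DMSO-treated cells and -100% = medium-only wells without cells; nearly all actives have a fitted effect of over 30% in size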
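Cytotoxicity counterscreen: after 24 h compound treatment of genome-edited SNCA-luciferase HEK-293 cells, live-cell protease substrate GF-AFC read by fluorescence after 30 min; activity scaled between DMSO (0%) and medium-only (-100%), curves Hill-fitted.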
Active calls of the source: *; i = inactive; ? = inconclusive; . = not tested or not shown; [ ] = another dose, or the depositor's remark. Unless noted, the call rests on the fitted dose curve; in most records, active means well fitted curve in the direction sought with a large enough effect; inconclusive means small, poorly fitted or top-dose-only effect, or another doubt; inactive means no such curve, though single readings can be large; an effect the other way counts as inactive or inconclusive. Unless noted, on the % scale 0 is the no-effect control and ±100 the full control effect. This is a subset; the hit share may differ from the screen's.

SMILES	3T3 cytotox	GPT2 inhibitor	IP6K1 inh	Luciferase inh	SNCA expr inhib	HEK293 tox	HEK293 viab
COc1ccc(C)cc1NC(=O)N1CCN(c2nnc(C)c3c(C)n(-c4ccccc4)nc23)CC1	.	.	-8	.	-3%	.	11%
Cc1ccc(CN2CCC(C3CCN(S(C)(=O)=O)CC3)C2)nc1 (stereo not given)	-8%	i	27	8%	19%	5%	-4%[12.5 µM]
CC(C)c1cc(C(=O)N2CCn3nc(C(=O)Nc4ccccc4)cc3C2)n[nH]1	?	-1%	-9	?	-10%	?	-12%
COc1ccc(-c2nc(C(C)C)nc3c2CCN(C(=O)c2ccccc2)CC3)cc1	?	i	-1	-3%	-7%	?	-12%
Cn1nc(C2CCNCC2)n(-c2ccccc2)c1=O	i	i	-6	-10%	5%	2%	-2%
CNC(=O)[C@@H]1CNC[C@H]1c1nc(COC)no1	-1%	i	21	1%	40%[activator]	1%	-3%
O=C(NC1CCCCC1)c1nc2sccn2c1-c1ccc(C(F)(F)F)cc1	40µM*	-9%	13	.	-2%	?	-10%
CN1C[C@@H](NS(C)(=O)=O)C[C@H]1c1nc(-c2ccc(Cl)cc2)no1	-15%[138 µM]	1%[88.5 µM]	27	?	66%[activator][87.6 µM]	-25%[172 µM]	-8%[87.6 µM]
COc1ccccc1NC(=O)C1=C(C)Nc2c(C(=O)Nc3ccc(F)cc3)cnn2C1c1ccc(Cl)cc1 (stereo not given)	.	.	-6	.	-15%	.	5%
COCc1nc(CCNC(=O)Cc2c(C)noc2C)no1	-2%	3%	31	8%	1%	7%	-9%[12.5 µM]
Cc1cccc(-c2cccc(NC(=O)C3CCCN(Cc4cnc(C)nc4)C3)c2)c1 (stereo not given)	?	i	4	-10%	?	-20%	-28%
COC(=O)[C@H]1CN(S(C)(=O)=O)CCN1S(C)(=O)=O	-15%[174 µM]	-10%[88.5 µM]	-10	1%[172 µM]	-12%[87.6 µM]	i	2%[87.6 µM]

Structures above with a halogen:
SMILES	3T3 cytotox	GPT2 inhibitor	IP6K1 inh	Luciferase inh	SNCA expr inhib	HEK293 tox	HEK293 viab
O=C(NC1CCCCC1)c1nc2sccn2c1-c1ccc(C(F)(F)F)cc1	40µM*	-9%	13	.	-2%	?	-10%
CN1C[C@@H](NS(C)(=O)=O)C[C@H]1c1nc(-c2ccc(Cl)cc2)no1	-15%[138 µM]	1%[88.5 µM]	27	?	66%[activator][87.6 µM]	-25%[172 µM]	-8%[87.6 µM]
COc1ccccc1NC(=O)C1=C(C)Nc2c(C(=O)Nc3ccc(F)cc3)cnn2C1c1ccc(Cl)cc1 (stereo not given)	.	.	-6	.	-15%	.	5%

Profiles, looked up by structure. Values in the order: 3T3 cytotox | GPT2 inhibitor | IP6K1 inh | Luciferase inh | SNCA expr inhib | HEK293 tox | HEK293 viab
Shown for `CNC(=O)[C@@H]1CNC[C@H]1c1nc(COC)no1` → -1% | i | 21 | 1% | 40%[activator] | 1% | -3%
Shown for `O=C(NC1CCCCC1)c1nc2sccn2c1-c1ccc(C(F)(F)F)cc1` → 40µM* | -9% | 13 | . | -2% | ? | -10%

The list continues.
SMILES	3T3 cytotox	GPT2 inhibitor	IP6K1 inh	Luciferase inh	SNCA expr inhib	HEK293 tox	HEK293 viab
COc1ccc(Cl)cc1NC(=O)c1cc2nc(-c3ccc(C)cc3)cc(C(F)(F)F)n2n1	.	.	-2	.	4%	.	-2%
CCOC(=O)CCN(c1ccccc1)S(=O)(=O)c1ccc2[nH]c(=O)ccc2c1	.	.	-1	.	11%	.	4%
COc1ccc(CNC(=O)C2CCN(c3nnc(C)c4c(C)n(-c5ccc(C)cc5)nc34)CC2)cc1	.	.	-3	.	5%	.	5%
COC[C@@H]1CN(Cc2cc(OC)cc(OC)c2)C[C@H]1C(=O)N(C)C	-12%	i	8	-12%	-7%	-26%	8%
COCc1nc2nc(-c3ccccc3)c(-c3cccc([S+](C)(=O)[O-])c3)cc2n1C	?	-11%[88.5 µM]	9	?	48%[activator][87.6 µM]	-28%[172 µM]	4%[87.6 µM]
COCCNC(=O)C1CC(=O)N(c2n[nH]c3ccccc23)C1 (stereo not given)	i	-26%	18	3%	7%	13%	2%
CC1(c2ccccc2)N(Cc2ccccc2F)C(=O)OC12CCN(Cc1cccnc1N)CC2 (stereo not given)	?	-5%	-15	-16%	-12%	?	-13%
Cc1cc(C)n(CCC(=O)N[C@@H]2CN(Cc3ccncc3)C[C@H]2CN(C)C)n1	-9%	i	12	-5%	7%	-9%	3%
Cc1cccc(CNC(=O)c2ccc(NC(=O)N3CC(C)Sc4ccccc43)cc2)c1 (stereo not given)	.	.	0	.	28%	.	9%
COc1c[nH]c(CN2CCCC(CCc3ccccc3C)C2)cc1=O (stereo not given)	-11%	i[11.5 µM]	-14	7%	-3%	-26%	-9%
O=C1Nc2ccc(-c3ccc4c(c3)OCO4)cc2C(=O)N2CCN(C(=O)c3cccnc3)C[C@H]12	-28%	-10%	7	-19%	-2%	-12%	-5%
COc1ccc(-c2ccccc2NC(=O)C2CCCN(Cc3ccn[nH]3)C2)cc1 (stereo not given)	3%	-24%	3	-6%	-14%	i	4%
O=C(c1cn(C2CNC2)nn1)N1CCOCC1	i	i	13	-2%	21%	i	7%
O=C(NCc1ccc(Cl)cc1)c1ccc2nnc(-c3ccoc3)n2c1	?	-3%	3	.	-16%	?	-6%
CCc1noc(-c2cccn3c(CNC(=O)c4ccc(F)cc4Cl)nnc23)n1	-14%	i	2	-1%	3%	-15%	7%
COc1ccc(CNC(=O)C[C@@H]2[C@H](O)CCC3[C@](C)(CO)[C@H](OC(=O)NC(C)C)CC[C@]32C)cc1 (stereo not given in full)	-10%	i	-8	12%	1%	4%	-3%
O=C(NCCc1ccc(Cl)cc1)C1CCc2nnc(-c3ccc(F)cc3)n21 (stereo not given)	-14%	-11%	20	.	-15%	-25%	-8%
Cc1ccccc1-c1ccnc2c(-c3ccc(F)cc3)c(C)nn12	.	.	-13	.	-6%	.	-2%
O=C(Cn1ccn2nc3c(c2c1=O)CCCC3)NCc1cccs1	4%	2%	13	9%	30%[activator]	4%	10%
COc1ccccc1N1CCN(C(=O)C(N)c2c(C)n[nH]c2C)CC1(C)C (stereo not given)	i	-6%[11.5 µM]	10	1%	?	-4%	-7%
Cc1cc(C)c2c(n1)SCCN2C(=O)Nc1ccc(C(=O)Nc2ccc(C(C)C)cc2)cc1	.	.	14	.	24%	.	-2%
CN(c1ccccc1)c1ccc2nnc(-c3ccccn3)n2n1	?	-5%[88.5 µM]	5	?	5%[87.6 µM]	?	-2%[87.6 µM]
Cc1ccc(NC(=O)c2cn3cc(-c4ccc(C)cc4)sc3n2)cc1	-15%	i	3	.	-8%	-11%	-8%
COc1cc(C(=O)N2CC(=O)Nc3ccc(C)cc3C2c2ccc(F)cc2)cc(OC)c1OC (stereo not given)	.	.	-22	.	4%	.	-5%

2 entries from above, field by field.
O=C(c1cn(C2CNC2)nn1)N1CCOCC1
  3T3 cytotox: i; GPT2 inhibitor: i; IP6K1 inh: 13; Luciferase inh: -2%; SNCA expr inhib: 21%; HEK293 tox: i; HEK293 viab: 7%

COc1cc(C(=O)N2CC(=O)Nc3ccc(C)cc3C2c2ccc(F)cc2)cc(OC)c1OC (stereo not given)
  3T3 cytotox: .; GPT2 inhibitor: .; IP6K1 inh: -22; Luciferase inh: .; SNCA expr inhib: 4%; HEK293 tox: .; HEK293 viab: -5%

Carrying on:
SMILES	3T3 cytotox	GPT2 inhibitor	IP6K1 inh	Luciferase inh	SNCA expr inhib	HEK293 tox	HEK293 viab
COc1ccccc1CNS(=O)(=O)c1cc(Br)cc2c1N(C(C)=O)C(C)C2 (stereo not given)	.	.	-15	.	-7%	.	7%
O=C(C1CCCN1C(=O)c1ccccc1Cl)N1CCC(c2ccccc2)CC1 (stereo not given)	?	i	16	.	?	?	-13%
COc1ccc(-c2ccc3ncc(Nc4ccc(OC)c(OC)c4)n3n2)cn1	?	-14%[88.5 µM]	-4	?	-22%[87.6 µM]	?	?
Cc1nnc(-c2cc(-c3cccc(OC(F)(F)F)c3)ccn2)n1CCN1CCOCC1	?	i	-6	0%[172 µM]	2%[87.6 µM]	?	-9%[87.6 µM]
CC(=O)N1C[C@@H](CN(C)C)[C@H](NS(=O)(=O)c2cccc(C#N)c2)C1	-11%	-11%	18	3%	-2%	-27%	5%
Cc1noc(-c2cn(C3CCN(C(=O)c4cccc(F)c4)CC3)nn2)n1	-31%	1%	1	-9%	-16%	-14%	4%
COc1ccccc1-c1cc(C(=O)NCC(F)(F)F)nn2cnnc12	-7%	i	-12	.	9%	2%	1%
COCCN1CCN(C[C@@H]2C=C(C)[C@H](Cc3nnc(-c4ccc(N(C)C)cc4)o3)C[C@H]2C(C)C)CC1	?	-27%	3	12%	-14%	32µM*	?
COc1ccc2c(c1)Cc1sc(NC(=O)c3ccccc3C)nc1-2	.	.	-10	.	27%	.	-16%
OC[C@H]1O[C@@H](n2cnc3c2NC=NC[C@@H]3O)C[C@H]1O	.	i	.	.	37%[activator]	.	3%
Cc1ccc(S(=O)(=O)N2CCN(C3CCN(CCc4ccccc4)C3=O)CC2)cc1C (stereo not given)	-26%	-1%	16	20%	4%	?	3%
COc1ccc(OCCn2c(NC(=O)c3ccc(OC)cc3)nc3ccccc32)cc1	.	.	-12	.	-4%	.	7%
Cc1nn(-c2ccccc2)c2c1C(C(C)C)N(C1CCN(C(=O)Cc3cccc(Cl)c3)C1)C2=O (stereo not given)	35µM*	.	3	.	.	45µM*	.
